SNCA expr inh: SNCA gene expression inhibition. AID 1671194. Potency, µM (highest dose often 57.2 µM), without a hit: at the highest dose activity change, negative = inhibition, actives largely listed as inhibitors. HEK-293 SNCA-luciferase knock-in, luminescence, 24 h. hit rate 0.17% among 140,000;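 also: potency is read from the fitted curve at half-maximal effect; plate controls were DMSO cells for no effect and cell-free wells for full effect; nearly all actives have a fitted effect of over 45% in size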
SNCA viab count: cell viability loss counter-screen. HEK-293-SNCA-luc viability, GF-AFC fluorescence, 24 h. hit rate 0.12% among 150,000. AID 1671193. Potency, µM (highest dose often 57.1 µM), inactives show top-dose activity change, negative = cytotoxicity, usual class: cytotoxic;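 also: potency is read from the fitted curve at half-maximal effect; 0% = DMSO-treated cells and -100% = medium-only wells without cells; nearly all actives have a fitted effect of over 30% in size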
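Cytotoxicity counterscreen: after 24 h compound treatment of genome-edited SNCA-luciferase HEK-293 cells, live-cell protease substrate GF-AFC read by fluorescence after 30 min; activity scaled between DMSO (0%) and medium-only (-100%), curves Hill-fitted.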
FLuc inh: inhibitors of firefly (Photinus pyralis) luciferase; hit rate 2.5% among 76,000; AID 1347043; Potency, µM (highest dose often 115 µM), for the others: at the highest dose activity change, negative = inhibition, hits mostly inhibitors; purified P. pyralis luciferase, luminescence, biochemical; also: potency is read from the fitted curve at half-maximal effect; nearly all actives have a fitted effect of over 65% in size
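Luminescence read by CCD imager after adding enzyme (10nM final) to wells holding compound, titrated in qHTS. Substrates 10uM each D-luciferin and ATP; buffer 50mM Tris acetate pH 7.5, 10mM Mg acetate, Tween-20, BSA.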
HEK293 tox: kills HEK 293 cells. HEK 293 viability, ATP luminescence (CellTiter-Glo), 48-72 h. Potency, µM (top dose mostly 115 µM), for the others: at the highest dose activity change, negative = cytotoxicity, actives largely listed as inhibitors. hit rate 6.6% among 94,000. AID 1345083; also: potency is read from the fitted curve at half-maximal effect; nearly all actives have a fitted effect of over 60% in size
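Cells seeded first (HEK 293, 250 cells/well), then compound added by pintool. Incubation ran 48 or 72 hr at 37 degree Celsius. CellTiter-Glo was added and luminescence imaged after 10 min at room temperature.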
GPT2 inhibitor: blocks human glutamate pyruvate transaminase 2; Recombinant GPT2, coupled pyruvate oxidase/HRP Amplex Red fluorescence; Potency, µM (top dose mostly 57.7 µM), inactives show at the top dose activity change, negative = inhibition, actives largely listed as inhibitors; AID 1671188; Q8TD30; hit rate 0.25% among 100,000; also: potency is read from the fitted curve at half-maximal effect; nearly all actives have a fitted effect of over 60% in size; many of its hits are not listed in these tables
Target sequence (Q8TD30 whole entry, looked up): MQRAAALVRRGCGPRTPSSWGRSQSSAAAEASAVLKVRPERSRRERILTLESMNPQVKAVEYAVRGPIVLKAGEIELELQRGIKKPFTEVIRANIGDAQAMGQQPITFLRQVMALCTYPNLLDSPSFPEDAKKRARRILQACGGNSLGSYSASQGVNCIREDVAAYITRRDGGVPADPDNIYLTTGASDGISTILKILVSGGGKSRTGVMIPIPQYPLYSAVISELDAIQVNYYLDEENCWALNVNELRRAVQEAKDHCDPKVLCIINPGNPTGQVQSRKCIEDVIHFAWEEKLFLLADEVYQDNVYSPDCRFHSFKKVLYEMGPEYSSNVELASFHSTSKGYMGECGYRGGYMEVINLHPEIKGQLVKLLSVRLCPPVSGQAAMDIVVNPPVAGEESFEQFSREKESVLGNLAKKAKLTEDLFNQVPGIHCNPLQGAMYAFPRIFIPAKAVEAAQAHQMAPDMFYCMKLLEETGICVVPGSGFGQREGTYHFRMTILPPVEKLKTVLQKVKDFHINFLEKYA
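Inhibition is scored from Amplex Red fluorescence generated when pyruvate oxidase and HRP act on pyruvate released by GPT2. Reactions contain 10ng/uL enzyme, 250uM a-KG and 2mM L-alanine and run 30 min at room temperature.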
NIH3T3 tox: cytotoxic compounds in NIH 3T3 cells. NIH 3T3 viability, CellTiter-Glo ATP luminescence, 48-72 h. Potency, µM (doses to about 96.7 µM), without a hit: at the highest dose activity change, negative = cytotoxicity, most hits filed as inhibitors. hit rate 4.3% among 94,000. AID 1345082; also: potency is read from the fitted curve at half-maximal effect; nearly all actives have a fitted effect of over 55% in size
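Cytotoxicity is measured as loss of cellular ATP: NIH 3T3 cells (400/well) are exposed to compound for 48 or 72 hr at 37 °C, then CellTiter-Glo luminescence is imaged after 10 min at room temperature.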
IP6K1 inhibitor: IP6K1 kinase inhibition; Q92551; IP6K1 kinase, ADP-Glo luminescence, 2 h; stronger effect = lower value; activity change, % (series mostly up to about 58 µM); hit rate 0.81% among 140,000; AID 1645851; in the data active = activity change below about -25%
Target sequence (Q92551 whole entry, looked up): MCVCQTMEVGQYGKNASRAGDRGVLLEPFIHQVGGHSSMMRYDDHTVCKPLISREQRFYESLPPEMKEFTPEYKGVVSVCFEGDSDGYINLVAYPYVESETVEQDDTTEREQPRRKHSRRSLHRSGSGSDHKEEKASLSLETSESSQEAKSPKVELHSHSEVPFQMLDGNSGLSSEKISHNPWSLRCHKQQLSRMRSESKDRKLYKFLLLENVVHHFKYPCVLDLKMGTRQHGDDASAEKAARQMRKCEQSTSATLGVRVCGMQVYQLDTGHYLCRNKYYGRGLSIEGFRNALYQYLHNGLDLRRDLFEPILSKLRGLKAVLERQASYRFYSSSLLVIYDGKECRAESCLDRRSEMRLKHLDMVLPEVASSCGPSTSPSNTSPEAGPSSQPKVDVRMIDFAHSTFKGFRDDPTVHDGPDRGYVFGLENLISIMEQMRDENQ
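ADP-Glo luminescence measures ADP made by human IP6K1 during a 2 h RT reaction with ATP/IP6 (mix at 1.3 mM/130 uM); top library doses 57.5 and 19.1 uM final.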
Starred values were filed as active, the others as inactive; i = inactive; u = inconclusive; x = not tested or not shown; [ ] = dose if it differs, or a comment. Unless noted, calls follow the shape of the dose curve; as a rule, active = well fitted curve in the direction sought with a large enough effect; inconclusive = small, poorly fitted or top-dose-only effect, or another doubt; inactive = no such curve, though single readings can be large; an effect the other way counts as inactive or inconclusive. Unless noted, % is scaled to controls: 0 for no effect and ±100 for the full control effect.

The line under a structure holds: FLuc inh, NIH3T3 tox, GPT2 inhibitor, SNCA expr inh, SNCA viab count, HEK293 tox, IP6K1 inhibitor
> COc1ccccc1NC(=O)CSc1nc2c(oc3ccccc32)c(=O)n1Cc1ccco1
    x, x, x, -16%, u, x, 2
> Cc1noc(-c2cn(C3CCN(C(=O)c4sccc4C)C3)nn2)n1 (stereo not given)
    0%, -13%, 1%, -25%, 4%, 6%, 0
> CC(C)C[C@@H]1N[C@H](C(=O)NC2CCC2)Cc2c[nH]c3cccc1c23
    -1%[172 µM], 50µM*, 1%[88.5 µM], u, -18%[87.6 µM], 45µM*, -12
> CNC1CCc2nn(CC3CC3)c(=O)n2CC1 (stereo not given)
    1%, i, i, -19%, 9%, 4%, -8
> CC(C)N1C[C@H](O)C[C@H]1c1nc(-c2ccc3c(c2)OCO3)no1
    40µM*, -30%[174 µM], -10%[88.5 µM], 111%[activator][87.6 µM], 1%[87.6 µM], -23%[172 µM], 11
> Cc1cc(N2CCCCC2)nc2ccc(NC(=O)/C=C/c3ccccc3Cl)cc12
    x, x, x, -24%, -18%, x, 18
> COc1ccc(CNC[C@H]2COCc3nc4cc(F)ccc4n32)cn1
    4%[172 µM], u, -4%[88.5 µM], -21%[87.6 µM], -3%[87.6 µM], u, -2
> COCCN1CCC(N2CCN(S(=O)(=O)c3ccc(C)c(Cl)c3)CC2)C1=O (stereo not given)
    -6%, -18%, -13%, 8%, 9%, -16%, 11
> Cc1cc2[nH]c(=O)c(=O)[nH]c2cc1S(=O)(=O)N1CCN(c2ccccc2)CC1
    x, x, x, 19%, 7%, x, -4
> O=C1NC(C(=O)N2CCN(Cc3ccc4c(c3)OCO4)CC2)Cn2cccc21 (stereo not given)
    -6%, 5%, -13%, -27%, -2%, -7%, 2
> COc1cc(C(=O)NC2(C(F)(F)F)C(=O)NC(C)=C2C#N)cc(OC)c1OC (stereo not given)
    x, x, x, -16%, 0%, x, 1
> CCOc1ccc(C(=O)N[C@H]2CCOC[C@H]2C2CCOCC2)o1
    -7%, 0%, -26%, 3%, 1%, -16%, 5
> CCOC(=O)c1cnc2c(ccc3ccccc32)c1Nc1ccc(OC)cc1OC
    x, x, x, 5%, -27%, x, -7
> COc1ccc(Cn2c(=O)c(C(=O)NCc3ccccc3)nc3cccnc32)cc1
    x, u, -9%, 31%, -5%, u, 17
> COC(=O)C1=CO[C@@H](O[C@@H]2O[C@H](CO)[C@@H](O)[C@H](O)[C@H]2O)[C@@H]2C(COC(C)=O)=C[C@H](O)[C@H]12
    x, x, i, x, 8%[23.9 µM], x, 28
> Cc1cccc(NC(=O)Cn2ccn3nc(-c4ccc(F)cc4)c(CO)c3c2=O)c1
    2%, -18%, 3%, -6%, -4%, u, 15
> CN(C)c1nc2c(Br)c(Br)c(Br)c(Br)c2[nH]1
    x, x, -1%, u, -26%, x, x
> COCCNC(=O)C[C@@H]1C[C@H]2O[C@H](CN(C)C)[C@@H](O)[C@H]2O1
    -9%[172 µM], 0%[174 µM], i, -29%[87.6 µM], 2%[87.6 µM], 2%[172 µM], -4
> O=C(CCc1ccccc1)N1CCC2(CC1)CC(O)CCO2 (stereo not given)
    -5%, 4%, i, 31%[activator], -5%[12.5 µM], -5%, 10
> COc1ccccc1CCC(=O)N1CCN(C(=O)c2nnn3c2COC(c2ccccc2)C3)CC1 (stereo not given)
    0%, -13%, i, -17%, 6%, -11%, 1
> CC(=O)N1CCC(Oc2ccc(Cl)cc2C(=O)N(C)Cc2nccn2C)CC1
    -9%, 0%, -24%, -3%, 4%, i, 0
> O=C(Cc1ccccc1)NC1CN(c2ccnc3ccnn23)C1
    x, -27%[138 µM], i, -15%[87.6 µM], -2%[87.6 µM], -3%[172 µM], 12
> CCNC(=O)c1coc(COc2ccc3c(c2)C(c2cccc(C)c2)N(C(=O)C2CC2)CC3)n1 (stereo not given)
    -4%, u, i, u, 3%, u, -6
> CCOC(=O)c1ccc(NC(=O)CN2c3ccccc3S(=O)(=O)c3ccccc32)cc1
    x, x, x, u, u, x, 26
> COc1ccc(NC(=O)Nc2ccc(C)n(CC(=O)N3CCCN(C)CC3)c2=O)cc1
    u, i, 5%, 32%[activator], 19%, 0%, -8
> O=C(O)C1=NOC2CN(Cc3ccc(Cl)cc3)CC12 (stereo not given)
    x, 1%, -4%, 6%, 7%, i, 22
> CN1CCN(c2ncc3c(n2)CCN(Cc2cc(Br)cs2)C3)CC1
    x, x, x, -12%, 5%, x, -4
> O=S(=O)(Nc1ncc(CN2CC[C@H]3CNC[C@H]32)cn1)c1ccccc1
    10%, 4%, 4%, -22%, 1%, 0%, -1
> COCCNC(=O)[C@@H]1CCC[C@@H](NC(=O)C2CCCC2)CN(C)C(=O)C1
    -2%[172 µM], -2%[174 µM], 1%[88.5 µM], -8%[87.6 µM], 2%[87.6 µM], 0%[172 µM], 20
> CCc1ccc(-n2nc3ccc(NC(=O)c4ccc(C#N)cc4F)cc3n2)cc1
    x, x, x, 11%, 7%, x, -7

In the list so far, 4 contain fluorine.
The line under a structure holds: FLuc inh, NIH3T3 tox, GPT2 inhibitor, SNCA expr inh, SNCA viab count, HEK293 tox, IP6K1 inhibitor
> COc1ccc(CNC[C@H]2COCc3nc4cc(F)ccc4n32)cn1
    4%[172 µM], u, -4%[88.5 µM], -21%[87.6 µM], -3%[87.6 µM], u, -2
> COc1cc(C(=O)NC2(C(F)(F)F)C(=O)NC(C)=C2C#N)cc(OC)c1OC (stereo not given)
    x, x, x, -16%, 0%, x, 1
> Cc1cccc(NC(=O)Cn2ccn3nc(-c4ccc(F)cc4)c(CO)c3c2=O)c1
    2%, -18%, 3%, -6%, -4%, u, 15
> CCc1ccc(-n2nc3ccc(NC(=O)c4ccc(C#N)cc4F)cc3n2)cc1
    x, x, x, 11%, 7%, x, -7

Other compounds.
The line under a structure holds: FLuc inh, NIH3T3 tox, GPT2 inhibitor, SNCA expr inh, SNCA viab count, HEK293 tox, IP6K1 inhibitor
> COc1ccc(NC(=O)Cn2c(N3CCCCC3)nc(C)c(C)c2=O)cc1
    -5%, u, i, -8%, -29%, u, 13
> Cc1nc2cnccn2c1C(=O)NCc1cccc(Cl)c1
    x, u, x, x, x, u, -1
> O=C1CCCc2occ(C(=O)N3CC(=O)N(Cc4ccccc4)CC(OCc4ccccn4)C3)c21 (stereo not given)
    -8%, i, i, -15%, -9%, 8%, 11
> COc1ccc(CC(=O)NC2CCN(C(=O)c3ccc(-c4cccs4)cc3)CC2)cc1
    x, u, i, 0%, -2%[12.5 µM], -15%, 1
> O=C(NCc1cc(F)cc(F)c1)c1ccc(N2CC3CC(C2)[C@H]2CCCC(=O)N2C3)nc1 (stereo not given in full)
    1%, -25%, i, 6%, 13%, -9%, 20
> O=C(c1ccccc1F)N1CCC2(C1)C(=NC1CCCC1)NC(=O)N2c1cc(F)cc(F)c1 (stereo not given)
    x, u, -4%, -5%, -3%, 5%, -12
> O=C([C@H]1C[C@H](Oc2ccccc2)CN1C(=O)CCc1ccccc1)N1CCOCC1
    0%, 3%, i, 8%, -15%, i, 0
> COc1cc(C(=O)OC[C@H]2O[C@@H](Oc3ccccc3/C=C/C(=O)O)[C@H](O)[C@@H](O)[C@@H]2O)cc(OC)c1OC
    x, x, u, x, -19%[23.9 µM], x, 8
> Cc1ccc(Nc2c(C(C)C)c(C)c(C#N)c3nc4ccccc4n23)cc1
    x, x, x, u, -12%, x, -12
> CCc1cccc(NC(=O)N2CCC(n3cnnc3C3CC3)C2)c1 (stereo not given)
    13%, i, i, 4%, -1%, 1%, -9
> CC1(CNCc2ccccc2)COc2ccc(C(=O)NCc3cccs3)cc2N1 (stereo not given)
    1%[172 µM], u, -9%[88.5 µM], 0%[87.6 µM], -29%[87.6 µM], u, 4
> Cc1nnc([C@@H]2CC(F)(F)CN2C(=O)c2ccc3c(c2)OCO3)o1
    4%, i, 3%, 1%, -1%, i, 20
> COc1cccc(C(=O)N2[C@@H]3CC[C@H]2CC(NC(=O)c2cnc(C)cn2)C3)c1C (stereo not given in full)
    -4%, -12%, u, -2%, 9%, -23%, 20
> O=C(c1ccc(C(F)(F)F)cc1)N1CCCC(C(=O)N2CCC(c3ccccc3)CC2)C1 (stereo not given)
    x, u, 1%, -24%, -13%, u, -5
> CCOc1ccc(S(=O)(=O)N2CCC(c3ccncc3)CC2)cc1
    x, x, x, -10%, -8%, x, 25
> COc1cccc(CNC(=O)Cc2ccc(NC(=O)N3CCCCc4ccccc43)cc2)c1OC
    x, x, x, 11%, -1%, x, 8
> CCOC(=O)C1CCCN(C(=O)Cn2nc(CC)n3c(cc4occc43)c2=O)C1 (stereo not given)
    x, x, x, 25%, -7%, x, 0
> COc1cccc(NC(=O)[C@@H]2C[C@H](c3ccc(F)cc3)N(Cc3csc(C)n3)C2)c1
    1%[172 µM], u, 4%[88.5 µM], u, u, 63µM*, -3
> CCOC(=O)C1(Cc2ccccc2F)CCCNC1 (stereo not given)
    -7%, u, i, -21%, -2%, i, 0
> Cn1ncc(N2CCC(C(=O)N3CCc4ccccc43)C2)cc1=O (stereo not given)
    0%, -24%, i, 3%, -3%, 4%, 2
> CCn1ccc(C(=O)N2CCC(Cc3nncn3CC3CC3)CC2)n1
    -2%, u, 3%, 1%, -6%, u, 8
> Cc1ccc(-c2nnc3ccc(NCc4cccc(F)c4)nn23)nc1
    2%[172 µM], u, -13%[88.5 µM], -28%[87.6 µM], -5%[87.6 µM], u, -17
> C#CCNC(=O)c1cn2cc(-c3ccc(C(F)(F)F)cc3)sc2n1
    x, u, i, 87%[activator][87.6 µM], -11%[87.6 µM], u, -4
> COCCNC(=O)CNC(=O)c1cccc(-c2ccc(SC)cc2)c1
    x, -25%, -40%, 28%, 2%, u, 4
> CCOc1ccc(C(CC(=O)O)NC(=O)c2cnc(N(C)C)nc2C)cc1 (stereo not given)
    -4%, -15%, -10%, -15%, 15%, -15%, 2
> COCc1noc(CC2CCOC3(CCN(C(=O)c4c[nH]c5ccccc45)CC3)C2)n1 (stereo not given)
    -2%, -18%, i, -1%, -10%, u, 1
> COC(=O)N1CCC(N2C(=O)c3c(c(C)nn3-c3ccccc3)C2C2CC2)C1 (stereo not given)
    x, u, x, x, x, u, 0
> COc1ncccc1-c1cc(C(=O)NCCN2CCOCC2)c2c(c1)ncn2C
    3%[172 µM], u, 1%[88.5 µM], 8%[87.6 µM], 1%[87.6 µM], i, 10
> Cc1ccc(-c2nnc(C3CN(C(=O)C4CCOCC4)CC34CCOCC4)o2)cc1 (stereo not given)
    -1%, -23%, -9%, -19%, -1%, -1%, 6
> Cc1cnn(Cc2c(C(=O)N3C[C@@H](C(N)=O)[C@H](c4n[nH]c(C)n4)C3)noc2C)c1
    0%, i, 1%, -3%, -4%, -3%, 16
> COCCNC(=O)c1ccc(Cn2c(SCC(=O)NC(C)C)nc3ccccc3c2=O)cc1
    x, x, x, -20%, 3%, x, -4

This is a subset, so the mix of outcomes need not match the whole.
